# Redox H2O2 prof – compounds producing H2O2 with reducing agent – biochemical, NIH compound library profiling, artefact control for MLSCN library redox annotation, primary screen | DTT-dependent redox cycling H2O2, phenol red/HRP absorbance; 100% = 100 µM peroxide control, 0% = buffer | 200,000 compounds, 0.03% hits | activation, % at 10 µM | AID 878;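 active = activation of at least 50% relative to the plate's high and low controls in the primary single-dose screen; inactive = activation below 50%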;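 also: compound incubated with DTT at 0.8 mM final as the reducing agent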
# PPARg SRC1 recr – agonists of human PPARgamma SRC-1 coactivator recruitment | P37231 | PPARgamma-SRC-1 coactivator recruitment biochemical assay | activation, % at 8 µM | 200,000 compounds, 0.41% hits; in the data active = activation above about 19%;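 also: 0% = DMSO and 100% = reference agonist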
# PPARg SRC3 recr – PPARgamma-driven SRC-3 recruitment agonism. AID 731. activation, % at 8 µM. biochemical PPARgamma/SRC-3 coactivator recruitment assay. 200,000 compounds, 0.26% hits; in the data active = activation above about 23%;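 also: 0% = DMSO and 100% = reference agonist; some compounds past the cut are filed as inactive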
# RAM network inh – yeast RAM network inhibition | S. cerevisiae dse1pr::URA3 reporter, 5-FOA growth OD615, 2 d; analog-sensitive cbk1-as2 kinase mutant strain | inhibition, % at 50 µM | 190,000 compounds, 1.8% hits;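 active = inhibition above a set limit, 3 SD over mean compound inhibition, cut at about 8.4% in these data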;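 also: 0% = DMSO-only wells with no growth and 100% = 10 µM 1-NA-PP1 full growth; inhibition rescues growth on 5-FOA so higher OD means more RAM inhibition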
# PPARg SRC-2 ag – agonists of SRC-2 recruitment by human PPARgamma; P37231; PPARgamma LBD-SRC-2 recruitment, biochemical; activation, % at 8 µM; 200,000 compounds, 0.34% hits; AID 1032; in the data active = activation above about 22%;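 also: 0% = vehicle and 100% = reference agonist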
# TR-FRET SRC-2 ct – TR-FRET artefact, counter-screen to PPARgamma/SRC-2 agonist assay. 200,000 compounds, 0.4% hits. hits give high values. AID 1049. TR-FRET ratio at 8 µM; in the data active = TR-FRET ratio above about 2000; also: inactives centre near 1500; reference of the scale not given here
# Lmaj promast – inhibitors of Leishmania major promastigote growth | 200,000 compounds, 9% hits | Leishmania major promastigotes, resazurin fluorescence viability | inhibition, % at 10 µM; in the data active = inhibition above about 50%;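 also: promastigotes grown with compound for 44 hours at 28 °C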
# HMGR II inh – blocks class II HMG-CoA reductase of Enterococcus faecalis; AID 1066; purified E. faecalis HMGR, NADPH absorbance 340 nm kinetic; 190,000 compounds, 0.41% hits; inhibition, % at 10 µM;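 active = inhibition above a set limit, the median over all tested compounds plus 3 SD, cut at about 9.5% in these data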;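 also: enzyme runs in reverse so mevalonate oxidation gives rising NADPH absorbance; 0% = complete reaction with DMSO and 100% = background rate lacking mevalonate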
# bIAP inhibitor – blocks bovine intestinal alkaline phosphatase activity | 190,000 tested, under 10 active | AID 1019 | inhibition, % at 20 µM | purified bovine IAP, CDP-star luminescence, 30 min;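 active = over 50% inhibition of intestinal alkaline phosphatase at 20 µM in the single-dose screen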
#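 Assay system: bovine IAP enzyme; medium: DEA buffer 100 mM, pH 9.8, with MgCl2 1.0 mM, ZnCl2 0.02 mM; doses: 20 µM single dose; incubation: enzyme reaction for 30 min at room temperature; detection: CDP-star luminescence signal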
# S1P3 antagonist – antagonists of human S1P3 receptor. CHO S1P3 NFAT-BLA reporter, FRET fluorescence, antagonist mode. inhibition, % at 4.98 µM. 170,000 compounds, 0.27% hits. AID 485;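 active = inhibition above the plate cutoff, the mean inhibition of test wells on that plate plus 3 SD, cut at about 28% in these data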;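 also: cells challenged with S1P at its EC80 of 0.8 µM; blue over green emission ratio from cleaved BLA substrate after 4 h stimulation; 0% = S1P-stimulated wells and 100% = unstimulated DMSO-only wells; some compounds past the cut are filed as inactive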
# Target sequence (Q99500 whole entry, looked up): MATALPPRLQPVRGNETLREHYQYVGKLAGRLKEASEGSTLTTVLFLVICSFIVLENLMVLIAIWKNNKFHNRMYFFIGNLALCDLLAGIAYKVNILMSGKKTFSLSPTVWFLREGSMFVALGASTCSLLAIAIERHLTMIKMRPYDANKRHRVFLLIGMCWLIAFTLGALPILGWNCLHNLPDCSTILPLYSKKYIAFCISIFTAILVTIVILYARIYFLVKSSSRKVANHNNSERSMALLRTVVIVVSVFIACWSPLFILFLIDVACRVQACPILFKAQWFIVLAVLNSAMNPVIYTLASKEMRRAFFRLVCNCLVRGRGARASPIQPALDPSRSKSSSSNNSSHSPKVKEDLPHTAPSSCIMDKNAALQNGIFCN
# ROMK mod – human ROMK K+ channel modulation, primary screen | B-score at 10 µM | 130,000 compounds, 2% hits | AID 1918 | Tet-inducible ROMK, thallium flux fluorescence; actives lie on both sides;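 active = signal ratio slope over the read window, or its plate-corrected B-score, at least 3 SD from the plate mean, either direction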;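 also: B-score of the F/F0 ratio slope over 7 to 12 s after thallium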
# Target sequence (P48048 whole entry, looked up): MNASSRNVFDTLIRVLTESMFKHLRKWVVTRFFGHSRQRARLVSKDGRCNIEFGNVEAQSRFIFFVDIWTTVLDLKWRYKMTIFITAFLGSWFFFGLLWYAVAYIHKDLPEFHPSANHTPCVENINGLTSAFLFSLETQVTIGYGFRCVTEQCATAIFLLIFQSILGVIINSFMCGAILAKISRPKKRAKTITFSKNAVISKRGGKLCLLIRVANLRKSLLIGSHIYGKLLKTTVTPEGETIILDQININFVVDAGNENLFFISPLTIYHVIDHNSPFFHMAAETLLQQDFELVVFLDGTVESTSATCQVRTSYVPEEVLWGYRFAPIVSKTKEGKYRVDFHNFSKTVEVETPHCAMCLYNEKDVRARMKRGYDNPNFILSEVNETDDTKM
# * = called active by the depositor; . = not tested or not shown.
SMILES,Redox H2O2 prof,PPARg SRC1 recr,PPARg SRC3 recr,RAM network inh,PPARg SRC-2 ag,TR-FRET SRC-2 ct,Lmaj promast,HMGR II inh,bIAP inhibitor,S1P3 antagonist,ROMK mod
O=S(=O)(c1ccc(NC(=S)NCCC(c2ccccc2)c2ccccc2)cc1)N1CCOCC1,-0.1,1,-3,7.4,-5,1504,60*,2,6,-3,-0.00041
O=C(Nc1ccc(NC(=S)NC(=O)c2ccccc2F)cc1)c1cccs1,-1.1,0,-3,5.0,-6,1448,96*,-7,-13,7,-0.0027
CC1CCN(c2nc(-c3ccccc3O)nc3ccccc23)CC1,2.2,1,1,0.9,2,1578,7,5,16,.,.
CC(=O)c1ccc(N2CCCC2)c(F)c1,-0.5,4,2,1.4,-6,1711,-3,2,14,-45,0.73
COc1cccc(/C=N/NC(=O)C(=O)NCc2cccnc2)c1O,0.2,6,1,3.3,-2,1708,98*,0,4,-9,-0.15
CC1(C)CC(=O)C2=C(C1)OC(N)=C(C#N)C2c1ccsc1 (centres undefined),-0.6,2,0,4.0,-2,1437,-1,-1,6,-22,-0.32
O=C(NC1CCCCCC1)C1CCN(S(=O)(=O)N2CCC3(CC2)OCCO3)CC1,2.9,6,0,0.7,4,1517,-7,3,-4,-11,.
CCOCCCNC(=O)C(NC(=O)Cc1cccs1)c1ccccc1 (centres undefined),0.3,-3,-3,0.9,-7,1338,10,-3,0,-33,0.84
CCNC(=S)N1CCc2ccccc2C1,-0.7,6,4,1.1,1,1577,0,-1,5,-20,-0.59
CS(=O)(=O)N(CC(=O)N1CCCC1)c1ccc(Cl)c(Cl)c1,0.1,-4,-3,2.4,-7,1474,3,-7,0,.,-1.5
CCOc1ccc(N=C(NN)c2ccc3ccccc3n2)cc1,0.3,3,4,3.7,2,1448,11,-1,-4,3,-0.23
CCOC(=O)Cn1c(=O)oc2cc(S(=O)(=O)Nc3cccc(C)c3)ccc21,0.2,-3,-2,-0.5,-9,1605,6,2,-3,29,.
C=C(C)Cn1c(Sc2nnc(C)s2)nc2c1c(=O)[nH]c(=O)n2C,2.4,4,4,2.6,-3,1712,13,1,1,8,.
COc1ccc(S(=O)(=O)O/N=C2\CCSc3ccc(C)cc32)cc1,-4.9,-1,8,2.2,2,1575,-2,-2,38,.,.
CC(C)Cc1nnc(NC(=O)c2ccc([N+](=O)[O-])cc2)s1,1.5,-2,1,2.4,5,1615,-4,-5,2,.,.
COc1ccc(S(=O)(=O)N2CCNCC2)cc1OC,0.5,1,4,0.4,9,1596,-7,-3,5,3,-0.56
O=C(c1cc2ccccc2oc1=O)N(Cc1ccco1)Cc1cccs1,1.8,-2,0,0.3,-4,1441,-2,-1,23,-12,.
O=C(NCc1ccccn1)C(=O)Nc1nc(C23CC4CC(CC(C4)C2)C3)cs1,-0.4,4,-1,-1.1,-4,1686,68*,-2,4,1,0.18
Cc1cccc(OC(C)C(=O)NCc2ccc(S(N)(=O)=O)cc2)c1 (centres undefined),0.4,-10,-3,-0.2,-1,1434,-5,-3,5,2,.
CCCCCCCC(=O)NNC(=O)CCC(=O)O,2.0,-5,-14,0.7,11,1725,-5,-9,4,.,.
COc1cccc(/C=N/NC(=O)CCNc2n[nH]c(=O)[nH]c2=O)c1OC,-0.1,-3,3,0.1,6,1440,5,-7,0,-6,0.49
CC(C)CCNc1nc(N2CCCC2)c2c(c1C#N)CCN(C)C2,-2.5,5,-1,0.0,-5,1439,34,1,-12,9,.
COc1ccc(NC(=O)c2cc3ccccc3o2)cc1,-0.6,8,0,0.5,1,1525,-7,-3,12,0,.
Cc1ccc(C(=O)CSc2nc(N)cc(=O)[nH]2)cc1,-0.7,4,-3,0.4,3,1391,-2,-1,-5,-8,0.32
COc1ccccc1/C=C(\NC(=O)c1ccc(OC)c(OC)c1)C(=O)Nc1ccc([N+](=O)[O-])cc1,-0.6,4,-1,8.5*,-2,1546,5,-2,-13,-8,0.75
CC1Cc2ccccc2N1c1nc(C2CC2)nc2c1nnn2Cc1ccccc1 (centres undefined),2.9,8,2,5.3,10,1448,41,-7,5,.,.
CCCNC(=O)c1noc2c1CCc1cc(OC)ccc1-2,-0.2,-2,2,0.9,17,1684,1,-3,14,-35,-0.73
CCCC(=O)Nc1nnc(C2CCCO2)s1 (centres undefined),-0.5,3,6,0.5,8,1542,-6,4,2,-16,0.72
COc1cnc(-c2ccccn2)[nH]c1=O,-0.9,7,10,-1.3,12,1539,-15,-3,-28,11,.
O=C1C2C3C=CC(C3)C2C(=O)N1Cc1ccc(CN2C(=O)C3C4C=CC(C4)C3C2=O)cc1 (centres undefined),-3.2,-2,7,2.9,5,1536,-1,-4,12,.,.

# RAM network inh, what is marked active above.
SMILES | Redox H2O2 prof | PPARg SRC1 recr | PPARg SRC3 recr | RAM network inh | PPARg SRC-2 ag | HMGR II inh | bIAP inhibitor | S1P3 antagonist | ROMK mod
COc1ccccc1/C=C(\NC(=O)c1ccc(OC)c(OC)c1)C(=O)Nc1ccc([N+](=O)[O-])cc1 | -0.6 | 4 | -1 | 8.5* | -2 | -2 | -13 | -8 | 0.75

# A draw from above in order of length of the SMILES, falling:
SMILES,Redox H2O2 prof,PPARg SRC1 recr,PPARg SRC3 recr,RAM network inh,PPARg SRC-2 ag,TR-FRET SRC-2 ct,Lmaj promast,HMGR II inh,bIAP inhibitor,S1P3 antagonist,ROMK mod
O=C1C2C3C=CC(C3)C2C(=O)N1Cc1ccc(CN2C(=O)C3C4C=CC(C4)C3C2=O)cc1 (centres undefined),-3.2,-2,7,2.9,5,1536,-1,-4,12,.,.
COc1cccc(/C=N/NC(=O)CCNc2n[nH]c(=O)[nH]c2=O)c1OC,-0.1,-3,3,0.1,6,1440,5,-7,0,-6,0.49
CCCNC(=O)c1noc2c1CCc1cc(OC)ccc1-2,-0.2,-2,2,0.9,17,1684,1,-3,14,-35,-0.73
CCCC(=O)Nc1nnc(C2CCCO2)s1 (centres undefined),-0.5,3,6,0.5,8,1542,-6,4,2,-16,0.72

# Carrying on:
SMILES,Redox H2O2 prof,PPARg SRC1 recr,PPARg SRC3 recr,RAM network inh,PPARg SRC-2 ag,TR-FRET SRC-2 ct,Lmaj promast,HMGR II inh,bIAP inhibitor,S1P3 antagonist,ROMK mod
CCN(CC)S(=O)(=O)c1ccc(-c2ccc(S(=O)(=O)N(CC)CC)cc2)cc1,0.0,5,7,7.9,20,1673,-2,-6,4,.,0.15
CC(C)(C)NC(=O)C(c1ccccn1)N(C(=O)C1CSC(=O)C1)c1cccc(F)c1 (centres undefined),-0.1,1,-3,0.2,-6,1472,0,0,14,-8,-0.15
Cc1cc(N2CCc3ccccc32)n2ncnc2n1,1.5,2,12,.,2,1534,-2,.,.,-22,.
O=C1C2C3C=CC(C4CC34)C2C(=O)N1c1nccs1 (centres undefined),-0.1,-1,-3,0.5,0,1420,2,0,38,-6,.
CCC(C)S(=O)(=O)c1snnc1C (centres undefined),0.1,0,-4,1.2,17,1695,-3,-2,7,.,0.25
Cc1sc2nc(CSc3nc4ccccc4c(=O)n3CCCN3CCOCC3)[nH]c(=O)c2c1C,-0.3,-2,-5,-0.4,3,1399,27,6,-5,8,.
COc1ccccc1NS(=O)(=O)c1cc(NC(=O)c2ccncc2)ccc1N1CCOCC1,-0.2,-4,-1,0.4,-11,1380,20,0,10,-8,-0.55
O=C(Cn1nnc(-c2ccccc2)n1)OCc1ccccc1,1.2,4,-3,1.2,0,1577,-5,0,-6,1,.
Cn1c(=O)c2cn3ncccc3c2n(C)c1=O,-2.4,2,-4,-0.2,6,1518,2,2,15,-14,.
Cc1cnc(C(=O)OCC(=O)N2CCN(C(=O)c3ccco3)CC2)cn1,2.0,3,-5,1.0,-3,1429,-4,-1,10,-254,.
COc1cc(/C=C(\C#N)c2nc3ccccc3s2)cc([N+](=O)[O-])c1O,0.0,4,0,6.6,3,1675,0,-1,11,-3,0.63
CC1CCc2nc(N)c(C#N)c(-c3ccncc3)c2C1 (centres undefined),1.1,0,0,0.5,7,1525,-6,-2,-6,1,-0.48
CCOC(=O)CNC=C(C(=O)OCC)C(=O)OCC,-4.6,2,6,0.0,10,1675,-6,-2,12,.,.
CSc1nccc(Nc2ccccc2)c1C#N,-0.3,13,-4,0.2,-8,1507,0,-8,20,-18,0.14
COc1ccc(CCNC2CC(=O)N(C)C2=O)cc1OC (centres undefined),0.1,3,15,0.2,5,1611,-9,1,-10,.,0.97
COCCNCCCOc1ccc(C(C)(C)c2ccccc2)cc1,0.0,1,1,0.7,2,1626,99*,6,-1,-8,0.0025
CC(C)CNC(=O)NC(=O)COC(=O)C1CSC2(c3ccc(F)cc3)CCC(=O)N12 (centres undefined),-0.4,3,8,1.5,0,1504,-12,-2,-24,13,-1.3
Cc1cccc(OCCC(=O)Nc2nnc(C)s2)c1,0.2,-4,1,1.1,-2,1528,-7,4,4,-1,0.34
COCCOC(=O)C1=C(C)Nc2nc(C)nn2C1c1ccccc1 (centres undefined),2.1,0,3,0.4,5,1522,1,-2,-3,-61,-0.057
CS/C(=C\[N+](=O)[O-])Nc1ccc(OC(F)(F)F)cc1,-0.3,2,4,0.1,12,1638,3,-10,8,-19,-0.35
C=CC1C(N2CCOCC2)C(C)(C)S1(=O)=O (centres undefined),-0.9,3,-1,1.6,5,1699,-9,-4,12,-2,0.94
Cc1ccccc1OCCOc1ccc([N+](=O)[O-])cc1/C=N/n1cnnc1,0.1,1,-2,1.1,-1,1584,38,-7,9,-1,0.015
Cc1ccc(OCCNC(=O)c2cncc(Br)c2)cc1C,-3.5,7,6,4.0,4,1568,-4,4,6,.,.
CC(C(=O)O)C1SC(=O)NC1=O (centres undefined),0.2,3,4,1.0,10,1580,-5,0,4,.,-0.13
CC(=O)[C@H]1[C@@H]2C(=O)N(c3cccc(Cl)c3)C(=O)[C@@H]2[C@H]2c3ccccc3C=CN21,-0.2,7,8,2.0,0,1531,-3,-4,8,.,-0.76
O=C1c2ccccc2C(O)N1c1ccc(Cl)cc1 (centres undefined),-0.4,6,2,-0.5,8,1649,-9,-7,12,-39,.

# Record cards, as listed above:
# Shown for `CC(C)CNC(=O)NC(=O)COC(=O)C1CSC2(c3ccc(F)cc3)CCC(=O)N12` (centres undefined) → Redox H2O2 prof: -0.4; PPARg SRC1 recr: 3; PPARg SRC3 recr: 8; RAM network inh: 1.5; PPARg SRC-2 ag: 0; TR-FRET SRC-2 ct: 1504; Lmaj promast: -12; HMGR II inh: -2; bIAP inhibitor: -24; S1P3 antagonist: 13; ROMK mod: -1.3
# Shown for `CC(C(=O)O)C1SC(=O)NC1=O` (centres undefined) → Redox H2O2 prof: 0.2; PPARg SRC1 recr: 3; PPARg SRC3 recr: 4; RAM network inh: 1.0; PPARg SRC-2 ag: 10; TR-FRET SRC-2 ct: 1580; Lmaj promast: -5; HMGR II inh: 0; bIAP inhibitor: 4; S1P3 antagonist: .; ROMK mod: -0.13
